MC4R barr agon – activates human MC4R beta-arrestin recruitment. U2OS MC4R beta-arrestin complementation, luminescence; percent of melanotan II response, DMSO zero. activation, % at 8.9 µM. hit rate 0.98% among 360,000;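 active = activation above a per-plate cutoff, the mean activation of sample wells on that plate plus 3 SD, cut at about 8% in these data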
NOD2 RIPK2 PPI – NOD2-RIPK2 protein interaction inhibition; O43353; CHO BLA complementation NOD2-RIPK2, CCF4 ratio; inhibition, % at 4.98 µM; hit rate 0.38% among 360,000; AID 624267; in the data active = inhibition above about 21%;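 also: 0% = vehicle only and 100% = reference blocker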
ABCB6 inh MLPCN – human ABCB6 transporter inhibition; Q9NP58; K562-ABCB6 porphyrin accumulation, flow cytometry, 1 h; stronger effect = lower value; fluorescence ratio to DMSO, % at 10 µM; hit rate 0.19% among 360,000; AID 602162;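 active = fluorescence ratio to DMSO below 75%, the collection mean minus 3 SD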;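 also: signal is porphyrin accumulated inside mitochondria; 100% equals median channel fluorescence of DMSO control wells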
N-glyco inh – N-linked glycosylation inhibition | D54 ERlucT glycosylation luciferase reporter, 24 h; percent of 100 nM tunicamycin response | reporter increase, % at 12.5 µM | hit rate 0.23% among 360,000;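 active = mean luciferase reporter signal, scaled so untreated is 0 and the glycosylation-blocking control 100, at or above a set limit in every replicate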;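 also: luciferase carries N-glycosylation sites so blocking glycosylation raises the light; 0% = median of neutral control wells and 100% = median of 100 nM tunicamycin wells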
SRC2 inh – inhibits human steroid receptor coactivator 2; Q15596; HEK293 GAL4-SRC2 luciferase reporter, luminescence; inhibition, % at 9 µM; hit rate 0.17% among 370,000;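 active = inhibition above the mean inhibition of all tested compounds plus 3 SD, set per campaign, cut at about 52% in these data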;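 also: 0% = DMSO treated cells and 100% = cells given Gossypol at 36 µM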
TLR9-MyD88 block – blocks human TLR9 binding to MyD88; CHO BLA complementation TLR9-MyD88, CCF4 FRET ratio; hit rate 0.21% among 340,000; inhibition, % at 4.98 µM; AID 504734;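 active = inhibition above the mean over all tested compounds plus 3 SD, cut at about 21% in these data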;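 also: 0% = DMSO only wells and 100% = clavulanate BLA inhibitor control wells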
H9c2 protect – protects H9c2 cardiomyocytes from peroxide injury | protection from H2O2 cell death, % at 20 µM | hit rate 0.63% among 360,000 | AID 588492 | H2O2 injury protection, ATPLite, 2 h;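 active = compounds giving at least 50% protection of heart cells from peroxide-induced death in the single-dose screen, raw or plate-pattern-corrected value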;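 also: 0% = DMSO wells with peroxide and 100% = DMSO wells without peroxide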
ABHD5 PLIN5 PPI – ABHD5-PLIN5 protein interaction inhibition. Q00G26+Q8WTS1. Split G. princeps luciferase complementation, luminescence, 4 h. inhibition, % at 4 µM. hit rate 0.78% among 360,000;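 active = inhibition above the mean inhibition across every tested compound plus 3 SD, cut at about 22% in these data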;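 also: 0% = DMSO only wells and the 100% control is not disclosed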
MC4R antag cAMP – human MC4R antagonism in cAMP assay; MC4R-expressing cells, MTII-stimulated cAMP, LANCE TR-FRET; P32245; AID 540295; inhibition, % at 6.5 µM; hit rate 0.48% among 360,000;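 active = inhibition above its plate's cutoff, the mean of tested wells on that plate plus 3 SD, cut at about 29% in these data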;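 also: 0% = Melanotan II alone and 100% = Melanotan II plus saturating MCL0020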
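Test system: U2OS cells stably expressing human melanocortin 4 receptor (MC4R); also added: Melanotan II challenge; compound: 6.5 µM single dose; timing: 30-min compound preincubation, 1-h Melanotan II challenge, 1-h detection, room temperature; signal: Eu-cAMP/anti-cAMP TR-FRET, emission 671 nm; repeats: one well per compound, no replicates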
m5-HT2A agonist – agonists of mouse serotonin 5-HT2A receptor (HTR2A). P35363. CHO-K1 mHTR2A beta-arrestin complementation, luminescence; percent of 30 µM serotonin response. activation, % at 7.6 µM. hit rate 0.66% among 360,000. AID 624169;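 active = activation above a run cutoff, the mean activation of all tested compounds plus 3 SD, cut at about 14% in these data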;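 also: 0% = plate median of compound wells and 100% = 30 µM serotonin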
* = called active by the depositor; . = no result given; & = joins results of further samples.

Under each structure – ABHD5 PLIN5 PPI	SRC2 inh	m5-HT2A agonist	TLR9-MyD88 block	MC4R antag cAMP	NOD2 RIPK2 PPI	H9c2 protect	ABCB6 inh MLPCN	MC4R barr agon	N-glyco inh
COc1ccc(/[N+]([O-])=C/c2ccoc2)cc1
    -13	-81	-1	-3	7	3	-7	101	-0.6	-9
CCC(=O)n1nc(-c2cccnc2)nc1NCc1ccc(OC)cc1
    0	-5	2	1	4	-12	22	92	1.3	2
Cc1cccc(C(=O)NCCCn2ccnc2)c1C
    102*	-1	1	4	4	-5	5	97	0.9	-1
O=C1CN2C(=N1)N(Cc1ccccc1)c1ccccc12
    3	-14	-2	-29	8	3	7	98	-1.4	0
CC(C)Cc1ccc(-c2cc3nc(NCc4cccc(Cl)c4)ccn3n2)cc1
    5	-59	-2	.	11	1	-18	143	-1.5	-2
O=C(Nc1cc(C(F)(F)F)ccc1Cl)C1CCN(c2nnc(-n3cccc3)s2)CC1
    -4	0	3	-7	2	5	-22	92	8.6*	2
CCOCCCNC(=S)N1CCC(C(=O)c2ccc3c(c2)OCCO3)CC1
    -6	-31	1	7	1	-6	-6	102	-0.9	-2
CC1CC(C)(C)NC(=S)N1CC(=O)NCc1ccc2c(c1)OCO2 (stereo not given)
    -8	-4	2	-9	18	-10	0	86	-2.9	0
COc1ccc(NC(=O)CSCC(=O)N(C)Cc2c(F)cccc2Cl)cc1
    -4	0	5	1	-2	-1	-17	95	2.3	-2
CCNC(=S)N/N=C/c1cccc(OCc2c(F)cccc2Cl)c1
    -3	5	0	9	2	-12	-12	96	0.3	-8
C=CC[C@@H](Cc1ccc(F)cc1)C(=O)OC[C@H]1CCCN1C(=O)[C@H](CC=C)CC(=O)NCCO
    8	4	-2	-6	2	-2	1	105	0.3	0
COc1ccc(C)cc1NC(=O)C1CCCN(S(=O)(=O)c2cccs2)C1 (stereo not given)
    4	3	-7	4	2	1	-2	95	0.5	-1
CCOc1ccccc1NC(=O)c1cc(C(=O)c2cc(OC)ccc2O)coc1=N
    2	1	3	-5	33*	-12	-7	99	-2.5	-1
Cc1ccc(NC(=O)CSc2nnc(-c3ccncc3)n2N)cc1C
    1	-24	-3	4	4	-7	-4	95	-2.0	10
O=C(NC(=S)Nc1cccc(O)c1)c1cncc(Br)c1
    6	-15	-3	2	20	3	-3	96	-2.7	1
Cn1nc(C2CC2)cc1NC(=O)C1(C)CCN1C(=O)c1ccccc1CCc1ccccc1 (stereo not given)
    2	-16	2	.	4	0	13	98	-0.2	-1
CC(=O)N(CCO)Cc1cc2cc(C)cc(C)c2[nH]c1=O
    3	8	4	3	3	-6	8	98	-0.2	2
Fc1ccccc1Sc1ccccc1CNC1=NCCN1
    5	-7	1	-5	7	3	-5	97	-2.8	-2
CC(C)Oc1ccccc1/C=N/Nc1ccccc1[N+](=O)[O-]
    5	-34	-1	5	-2	-5	-7	96	-0.1	1
CN(O)/C=C/C(=O)c1ccc(Br)cc1
    6	9	-1	.	10	-2	1	104	-0.8	2
CC(O)(c1cccc(F)c1)c1nc(-c2cccc(C(=O)O)c2)cs1 (stereo not given)
    -8	-26	0	.	4	-18	2	98	1.9	0
O=C1c2cccnc2C(=O)N1c1cccc(-c2nc3ccccc3o2)c1
    13	6	3	6	2	3	6	99	-0.8	0
Cc1cccc(OCC(=O)Nc2ccccc2N2CCN(C(=O)C(C)C)CC2)c1C
    0	-8	0	-3	4	-11	9	96	-1.4	-2
CCOC(=O)C(C(=O)N(C)Cc1ccccc1)C1CCCCC1 (stereo not given)
    -5	15	6	-9	1	-2	-2	96	-1.2	-2
COC(=O)C1=C(C)NC(=O)NC1c1ccc(N2CCC(c3ccccc3)=N2)cc1 (stereo not given)
    3	-14	-4	-2	14	-4	-2	98	0.3	-1
CC(=O)c1c(C)[nH]c(C(=O)OCc2nnc(-c3ccccc3)o2)c1C
    0	14	0	-7	4	-15	-13	92	-0.6	0
Cc1ccc(-n2ncc3c2CC(C)(C)CC3NC(=O)c2c(C)noc2C)cc1 (stereo not given)
    2	-2	5	2	1	-2	-3	104	1.5	0
O=C(COC(=O)C1CC1)NC(=O)NCc1ccccc1
    0	-27	-1	1	3	-6	3	97	-2.0	0
O=C(O)CC(O)C(=O)O (stereo not given)
    4	7	3	1	0	-9	14	91	-1.7	0
O=C1N(c2ccccc2C(F)(F)F)O[C@]1(c1ccccc1)C1CCCC1
    -5	-17	9	9	0	8	-4	94	2.2	0
COc1cc(NC(=O)c2cnc(N)s2)cc(C(=O)Nc2cccc(C(F)(F)F)c2)c1
    -10	-38&-27	-5	-3	3	1	34	95	-0.1	-6
COc1cc(O)ccc1C(=O)CCc1ccc(O)cc1
    -9	6	-1	-14	4	-5	-3	103	1.5	7
COc1ccc(-c2nc3ccccc3nc2-c2ccccc2)cc1
    -1	-2	3	1	-1	-9	0	100	-1.1	-1
CCOC(=O)[C@]12CCCC=C1N(Cc1ccco1)C(=O)[C@H](CC(=O)NCc1cccs1)C2
    14	-8	-1	.	.	1	.	94	.	.
Cc1ccc(C(=O)CSc2nnc(CNc3ccc(F)cc3)o2)cc1
    -2	-8	0	-16	14	-3	-7	94	1.4	2
Cc1cc2c(ncn2C(C)C)c(N)c1C
    5	-12	-1	-7	16	2	3	99	-1.6	3
CC(=O)Nc1cc(C(=O)N2CCc3ccccc3C2)ccc1Sc1ccc(F)cc1
    -3	-9	-2	-11	16	2	-2	101	-0.4	0
CC1CCN(CCCCOc2ccc(C(=O)c3ccccc3)cc2)CC1
    -1	-21	2	7	2	0	-17	96	-2.2	-2
CCOC(=O)c1sc(N)c(C(=O)OCC)c1C
    -11	-40	-1	.	-18	-10	0	106	-0.6	0
CCN1C(=O)[C@H]2[C@@H](c3ccc(-c4ccc(OC)cc4)c(OC)c3)N[C@@](CC(C)C)(C(=O)OC)[C@H]2C1=O
    4	-22	-1	-3	3	-11	-4	97	-0.8	-5
O=C(N=C1SC2CS(=O)(=O)CC2N1c1cc(Cl)ccc1Cl)C1CC1 (stereo not given)
    1	-5	-2	-12	-6	-5	1	97	-3.2	-1
CC(=O)NCCC(=O)N1CCCC(C(=O)c2ccc3c4c(cccc24)CC3)C1 (stereo not given)
    0	2	-2	-8	25	-5	-4	101	0.9	0
Cc1ccc(C(=O)Nc2ccc(Oc3cccc(C(F)(F)F)c3)nc2)cc1
    -2	9	-4	-8	-8	-6	-2	100	5.2	-1
O=C(COC(=O)c1cc(S(=O)(=O)N2CCCCC2)ccc1Cl)NCc1ccco1
    6	-7	-3	-1	7	-6	0	98	-2.2	0
N#CC(=C1C=C(Br)C(=NO)C=C1Cl)c1cccc2ccccc12
    -31	16	2	-1	-4	41*	-16	102	5.8	5
Oc1ccc(Cn2ccnc2)c2cccnc12
    -9	5	-2	-6	-3	-8	26	94	-0.6	3
Cc1ccc(CN2CC(C(=O)Nc3ccc(C)cn3)CC2=O)cc1 (stereo not given)
    8	-12	5	-2	0	-24	-1	105	1.6	1
COc1ccccc1OC(C)C(=O)Nc1ccc2c(c1)OCCO2 (stereo not given)
    -2	0	-4	8	11	1	1	98	-1.8	0
O=S(=O)(/N=C(/Nc1ccc(F)cc1F)c1ccc(Cl)cc1)c1ccccc1
    0	-30	0	-10	4	-2	8	101	-0.8	1
CSc1ccc(S(=O)(=O)Nc2ccc(F)cc2)cc1
    1	0	1	-4	0	5	-32	98	0.5	0
CCc1cc(=O)oc2cc(C)c(CN3CCCC(C)C3)c(O)c12 (stereo not given)
    1	-8	-2	3	15	-2	-4	98	-0.8	-1
Cc1cc(C)cc(NC(=O)c2ccc([N+](=O)[O-])o2)c1
    -7	27	1	.	-13	-8	-21	97	-1.1	4
CCOc1ccc(S(=O)(=O)n2nc(C)c(S(=O)(=O)N3CCOCC3)c2C)cc1
    -4	9	9	5	4	8	1	94	-1.0	2
CCOC(=O)N1CCN(C(=O)c2ccc(C)c(S(=O)(=O)Nc3cccc(C)c3C)c2)CC1
    -4	-5	3	-1	15	-4	3	96	-0.9	1
O=C(NC1CCCCCC1)C1CCCN(c2ncccn2)C1 (stereo not given)
    2	-26	-5	-11	0	-7	-3	98	-1.1	1
Cc1ccccc1-c1nc(CS(=O)(=O)CC(=O)NCCCN2CCOCC2)c(C)o1
    7	2	2	-2	9	9	-4	96	-2.5	4
C[C@H](c1ccccc1)N1C[C@@H](COCc2ccccc2)Oc2cc(N3CCC[C@H]3CO)ccc2S1(=O)=O
    2	4	-1	.	.	0	.	100	.	.
O=C(Cn1ccc2ccccc2c1=O)N1CCN(c2cccc(Cl)c2)CC1
    22*	6	3	-5	7	1	-3	92	1.1	0
O=C(Nc1ccc(Br)cc1)c1cnccn1
    4	-44	0	2	17	-7	-1	99	-1.0	0
CC(C(=O)N1CCOCC1)c1ccccc1 (stereo not given)
    2	-3	3	-9	3	3	1	100	-1.5	1

Going on with the list.
Under each structure – ABHD5 PLIN5 PPI	SRC2 inh	m5-HT2A agonist	TLR9-MyD88 block	MC4R antag cAMP	NOD2 RIPK2 PPI	H9c2 protect	ABCB6 inh MLPCN	MC4R barr agon	N-glyco inh
CCC1(CC)CNC(=O)NC1=O
    -2	-38	-1	-7	0	2	0	98	0.5	0
CC(C)n1c(NCCO)nc2ccccc21
    4	14	5	6	2	1	13	108	-1.2	2
Cc1ccc(C(=O)/C=C/Nc2ccc(S(=O)(=O)Nc3cc(C)nc(C)n3)cc2)cc1
    7	-14	-1	7	2	10	-6	95	-1.4	.
N#CNC(=Nc1ccccc1)SCc1ccc(C(=O)O)cc1
    -1	32	4	4	0	7	-1	99	-1.0	2
O=C(NCc1cccnc1)c1ccc2sc([C@@H]3O[C@H](CO)[C@H](O)[C@H](O)[C@H]3O)nc2c1
    3	-13	4	.	2	-17	-1	93	-1.5	-1
Cc1cc(C(=O)CSc2nnnn2-c2ccccc2)c(C)n1CCc1ccccc1
    0	-4	-1	-6	10	6	-9	94	1.1	0
COc1ccc(NC(=O)C(c2ccc(OC)cc2)n2c(=O)c(-c3cc4ccccc4[nH]3)nc3ccccc32)cc1 (stereo not given)
    5	-27	7	.	.	44*	.	.	.	.
O=C(Nc1ccccc1Cl)N1C2CCC1CC(O)(c1cccnc1)C2 (stereo not given)
    -1	16	9	5	17	-6	4	102	1.6	2
COc1ccccc1NC(=O)CCC(=O)Nc1cc(OC)c(NC(=O)c2cccs2)cc1OC
    3	5	-1	5	11	-17	8	97	-1.4	-1
COc1ccc(Cl)c(OC)c1C(=O)NC(=O)Nc1c(F)cc(F)cc1F
    -6	18	-3	.	17	4	-2	103	2.7	1

High-throughput results from PubChem.

A portion of the library (hit frequency here may not be typical).
